# GSK3A inh = human GSK-3 alpha kinase inhibition; P49840; inhibition, % at 10 µM; ADP-Glo luminescence, 60 min; 0.1% of 320,000 active; AID 2650;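 in the data active = inhibition above about 50%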;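 note: GST-tagged GSK-3 alpha with peptide substrate and 25 µM ATP; 0% = DMSO neutral wells and 100% = GW8510 positive control wells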
# Target sequence (P49840 whole entry, looked up): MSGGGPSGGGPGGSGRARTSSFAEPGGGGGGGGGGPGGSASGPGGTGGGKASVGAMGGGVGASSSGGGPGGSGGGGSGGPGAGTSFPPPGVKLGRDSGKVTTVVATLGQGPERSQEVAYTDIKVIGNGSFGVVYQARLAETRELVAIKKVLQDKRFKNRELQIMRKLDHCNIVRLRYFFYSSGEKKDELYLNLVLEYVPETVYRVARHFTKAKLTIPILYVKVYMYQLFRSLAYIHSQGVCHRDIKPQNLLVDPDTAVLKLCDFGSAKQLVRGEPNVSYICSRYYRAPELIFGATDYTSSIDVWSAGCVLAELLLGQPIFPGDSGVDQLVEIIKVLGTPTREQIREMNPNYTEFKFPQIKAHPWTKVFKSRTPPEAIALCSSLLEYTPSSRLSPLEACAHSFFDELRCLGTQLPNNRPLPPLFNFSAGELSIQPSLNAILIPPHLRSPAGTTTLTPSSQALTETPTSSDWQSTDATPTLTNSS
# DYRK1A inh = Dyrk1A (rat) kinase inhibition; Q63470; ADP-Glo luminescence, NFATc1 peptide; inhibition, % at 12.5 µM; 0.43% of 310,000 active; AID 504441; in the data active = inhibition above about 50%;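 note: plate controls were vehicle with enzyme for no effect and no enzyme for full effect; many of its hits are not listed in these tables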
# HSF1 inhib = HSF1 inhibition. NIH3T3-HGL HSE-luciferase, MG132-induced, luminescence 8 h; hits give low values. activity change, negative = inhibition, % at 7.5 µM (by protocol). 0.77% of 300,000 active;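 active = more than half of replicate wells show activity change below -50%, luminescence cut by over half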;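 note: luciferase reports HSF-1 transcriptional activity via heat shock element; 0% = median of DMSO wells and -100% = zero luminescence signal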
# Platelet DG rel = modulates dense granule release in human platelets; human platelet-rich plasma, SFLLRN dense granule ATP release, luminescence; inhibition, %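 (compounds screened at 7.5 µM in platelet-rich plasma)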; 0.22% of 300,000 active; AID 1663;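 active = mean replicate score, as percent of positive control, at or above 50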
# HDAC3 inh = blocks human histone deacetylase 3; 0.15% of 320,000 active; recombinant HDAC3, fluorogenic peptide/trypsin coupled, fluorescence; inhibition, % at 8.3 µM; AID 2718; in the data active = inhibition above about 26%, passing the limit was not always enough
# GSK3B inh = human GSK3beta kinase inhibition | P49841 | GST-GSK3beta kinase, ADP-Glo luminescence, 60 min; hits give low values | activity score (negative = inhibition), % at 10 µM | 0.038% of 300,000 active;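 active = more than half of replicate wells score below -50%, meaning over 50% inhibition versus plate controls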;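 note: 0% = median DMSO wells and -100% = median GW8510 positive control wells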
# Target sequence (P49841 whole entry, looked up): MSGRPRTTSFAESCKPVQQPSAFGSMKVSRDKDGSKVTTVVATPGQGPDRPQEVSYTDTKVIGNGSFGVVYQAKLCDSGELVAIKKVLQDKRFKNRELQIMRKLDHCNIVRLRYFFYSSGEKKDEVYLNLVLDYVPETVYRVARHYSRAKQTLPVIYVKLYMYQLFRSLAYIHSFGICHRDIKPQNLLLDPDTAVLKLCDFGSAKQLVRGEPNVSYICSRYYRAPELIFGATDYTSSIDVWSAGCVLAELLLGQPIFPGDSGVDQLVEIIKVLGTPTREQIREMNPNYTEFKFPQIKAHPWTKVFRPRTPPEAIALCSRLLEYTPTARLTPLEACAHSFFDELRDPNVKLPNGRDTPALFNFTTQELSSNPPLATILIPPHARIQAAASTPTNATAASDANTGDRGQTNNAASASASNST
#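 Test system: GST-fused GSK3beta enzyme, cell-free | Quantity: 1.6 ng GST-GSK3beta enzyme per well | Reagent: 25 µM ATP with peptide substrate | Schedule: 60 min enzyme reaction, room temperature | Signal: Luminescent ADP-Glo measurement of ADP formed | Read-out basis: Score relative to plate controls | Control set: DMSO and 20 µM GW8510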
# AI-2 QS mod = Vibrio harveyi AI-2 quorum sensing modulation | Vibrio harveyi JMH597 AI-2 luminescence/OD600 ratio, 9 h; hits give low values; strain lacks LuxN and CqsS sensors; 0 = neutral-control median | activity change, % at 7.5 µM | 0.4% of 300,000 active | AID 2094; in the data active = activity change below about -75%, passing the limit was not always enough;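 note: luminescence divided by OD600 gain over 9 h not by final OD600 alone; inactives centre near 13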
# HSF-1 act = increases HSF-1 driven luciferase reporter signal | AID 504408 | activation, % at 9 µM | NIH3T3-HGL HSF-1 luciferase reporter, MG132, 8 h; 100% = twice DMSO control signal | 1.7% of 300,000 active;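 active = mean replicate activation of at least 50% with a set share of replicates each reaching 50%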;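 note: 0% = median of the neutral control wells and 100% = twice that signal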
# PolyA inhibitor = yeast polyadenylation inhibition. calls only at 12 µM. S. cerevisiae SKY197-pL101 polyadenylation reporter, beta-gal luminescence; efflux-impaired pdr1/pdr3 knockout yeast; score 100 = 6 SD above DMSO. AID 1875. 0.02% of 300,000 active;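 active = lowest replicate activity score at least 50, where 100 means six control SD above control mean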;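 note: yeast exposed to compound for 9 h at 30 °C; higher score means more reporter readthrough which indicates perturbed polyadenylation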
# HSP90 refold inh = blocks HSP90-mediated luciferase refolding in reticulocyte lysate; Rabbit reticulocyte lysate, luciferase refolding luminescence, 3 h; inhibition, % at 5.6 µM; 0.91% of 290,000 active; AID 1789;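 active = inhibition above the screen-wide mean plus 3 SD, computed separately per campaign, cut at about 16% in these data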;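 note: 0% = DMSO wells and 100% = 60 µM geldanamycin wells; inhibitors lower the luminescence because luciferase stays unfolded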
# An asterisk follows results filed as active; i = inactive; / = no result given. These rows are one share of the data, so the mix of outcomes need not match the whole.
GSK3A inh	DYRK1A inh	HSF1 inhib	Platelet DG rel	HDAC3 inh	GSK3B inh	AI-2 QS mod	HSF-1 act	PolyA inhibitor	HSP90 refold inh	SMILES
-1	-6	1	5	0	-3	12	8	i	-1	COC(=O)C(NC(=O)c1c(C)nn(C)c1Cl)c1ccccc1 (stereo not drawn)
3	-7	2	-2	2	-3	17	4	i	1	COc1ccccc1C(=O)NCCCNc1ccc([N+](=O)[O-])cc1
0	-1	-5	-1	1	-1	20	-4	i	6	O=C(CNC(=O)Cc1ccccc1)NCC(=O)N1CCCCC1
-1	6	3	10	4	-8	8	14	i	/	COc1ccc(-c2cn(CCC(=O)NCc3ccc(C)cc3)c(CCN)n2)cc1
3	1	1	-1	-2	-1	1	1	i	5	COc1ccccc1CN1C(=O)CN(C2CCCC2)C(=O)C1c1ccc(F)cc1 (stereo not drawn)
-3	7	-8	-3	15	4	0	16	i	2	COc1ccc(N2CCN(S(=O)(=O)c3cccs3)CC2)cc1
-3	-9	4	-18	-4	-1	11	4	i	-2	CN1CCN(S(=O)(=O)c2cnccc2N2CCN(c3cccc(Cl)c3)CC2)CC1
-1	-5	14	-4	-123	-1	15	2	i	1	N#Cc1nc(-c2ccc(Cl)cc2)oc1N1CCCCC1
-6	4	-1	-8	3	0	21	14	i	0	CC(=O)Nc1ccc(SCC(=O)Nc2sccc2C#N)cc1
6	5	-2	-4	-1	-1	39	6	i	1	CCCC(=O)N(CCN1CCOCC1)c1nc2cc(C)c(C)cc2s1
-3	-5	16	-2	2	-1	24	28	i	1	CCOC(=O)Cc1csc(NC(=O)COc2ccc(C)cc2)n1
-3	/	4	-3	0	2	19	-5	i	-1	CCC(=O)N1CCc2cc(OC)c(OC)cc2C1COc1ccc(OC)cc1 (stereo not drawn)
0	4	-1	-2	3	0	15	4	i	-4	COc1ccccc1Nc1c2ccccc2nc2ccccc12
6	-6	-3	-8	1	8	6	1	i	-1	CCCCOc1ccc(N2C(=O)CC(N(CCc3ccccc3)C(=O)/C=C/C(=O)O)C2=O)cc1 (stereo not drawn)
0	12	-6	1	3	5	15	5	i	-4	COc1ccc(OC)c(-n2cc3c(=O)n(C)c(=O)n(C)c3c2)c1
-2	/	-3	2	-15	-1	27	-4	i	0	COc1ccc(NC(=O)NCc2cccnc2)cc1
-1	-6	-3	1	3	2	6	-1	i	/	O=C(NCCc1cccs1)C1CC(c2ccccc2F)=NO1 (stereo not drawn)
4	4	6	3	3	0	15	-9	i	1	Cc1ccc(-c2ccc(=O)n(Cc3c(F)cccc3Cl)n2)cc1
-4	-10	-5	0	2	2	12	-9	i	1	CCCCCC1CC(=O)C=C(C)C1C(=O)OC (stereo not drawn)
3	3	2	0	0	-4	8	-10	i	4	Cn1ccnc1Sc1cc(Cl)ccc1[N+](=O)[O-]
-1	-5	-7	-4	1	0	9	0	i	-1	N#Cc1cc([N+](=O)[O-])cnc1N(CCO)CCO
-4	6	5	0	10	0	24	9	i	-3	COc1ccc(N2CCN(C(=O)c3oc4ccccc4c3NC(=O)Cc3cccc(OC)c3)CC2)cc1
/	-2	-1	2	10	-2	10	3	i	3	CCc1n[nH]c(=S)n1N=C1CCC(C)CC1 (stereo not drawn)
2	-4	-1	-10	-4	-1	-3	2	i	-1	CCn1c(SCC(=O)N2CC(C)OC(C)C2)nc2c([nH]c3ccccc32)c1=O (stereo not drawn)
2	2	-10	-2	-7	2	20	1	i	4	Cc1cc(C)cc(N2CC(c3nc4ccccc4n3C)CC2=O)c1 (stereo not drawn)
-1	-4	2	-6	1	6	-1	8	i	6	O=C(c1cc(C2CC2)on1)N1CCCC(N2CCN(c3ccc(F)cc3)CC2)C1 (stereo not drawn)
-2	6	3	11	0	4	9	17	i	-2	Cc1nn(CC2CC2)c(=O)n1-c1ccc(C(C)C)cc1
2	2	-5	23	-2	1	23	-4	i	-3	CCOCC(O)CNC(=O)c1ccc(OC2CCN(C(=O)c3cccnc3)CC2)cc1 (stereo not drawn)
-1	6	-5	1	-3	3	-6	-4	i	-1	O=C(Cc1ccc(-n2cnnn2)cc1)NC12CC3CC(CC(C3)C1)C2
-9	/	1	13	8	0	-5	-1	i	5	Cn1nnc(NC(=S)NC(=O)c2ccccc2)n1
-1	/	-7	4	7	1	14	0	i	-1	COc1ccc(NC(=O)c2c(-c3c(Cl)cccc3Cl)noc2C)cn1
-7	1	-3	-6	9	/	/	-25	i	2	CCOC(=O)c1ccc(NS(=O)(=O)c2ccc3c(c2)CCCN3C(C)=O)cc1
3	0	3	-2	-140	2	10	2	i	-1	COC(=O)c1ccc2c(CCO)c[nH]c2c1
-3	-3	0	-2	-2	4	15	1	i	-2	CC1(C)CC(NC(=O)c2ccccc2)CC(C)(C)N1
-2	-4	12	5	7	3	23	44	i	1	COc1ccc(Br)c(C(=O)OCc2cc(=O)oc3cc(C)ccc23)c1
-1	2	6	1	5	1	30	8	i	-4	CN1CCN(S(=O)(=O)c2ccc(NC(=O)c3ccc(Br)s3)cc2)CC1
-5	/	0	0	-2	-4	7	4	i	2	COc1ccc(C(CCNC(C)c2ccccc2)C(C)C)cc1 (stereo not drawn)
/	10	-10	15	2	6	19	-6	i	2	Cn1c(CCNC(=O)c2ccccc2Cl)n[nH]c1=S
-3	/	-1	4	-2	2	-18	5	i	-4	O=C(COC(=O)CCCNC(=O)c1ccc(Cl)cc1)Nc1cc(Cl)ccc1Cl
/	-2	0	-6	3	1	23	-14	i	1	CC1Cc2ccccc2N1C(=O)c1cc2c(=O)n3ccccc3nc2n1C (stereo not drawn)
-3	5	-2	0	-1	-1	5	0	i	-4	Cc1ccccc1OCc1nnc(SCC(=O)O)n1-c1cccc(Cl)c1
-3	-1	13	4	-1	0	-7	16	i	-1	Cc1cc2oc(=O)cc(CN3CCC(C)CC3)c2cc1C
-1	-2	-6	15	15	4	19	-13	i	2	CN(C)c1ccc(P(=O)(Nc2ccc([N+](=O)[O-])cc2)N2CCOCC2)c(NC(=O)c2cccs2)c1 (stereo not drawn)
2	1	3	-9	3	3	22	-4	i	0	CCOC(=O)c1c(C)c(C(=O)NC(C)COC)c(C)n1CC (stereo not drawn)
-2	1	-1	20	/	-3	9	-7	i	/	CN1CCC(N(C)S(=O)(=O)c2ccc(NC(=O)COc3ccc(F)cc3)cc2)CC1
-4	/	-1	14	-4	1	7	-13	i	-1	CCCc1nc2c(C)cc(-c3nc4ccccc4n3C)cc2n1Cc1ccc(-c2ccccc2C(=O)O)cc1
3	/	11	3	6	2	4	16	i	-1	CCc1c(C)sc2nc(C(C)C)nc(SCC(=O)N3CCc4ccccc4C3)c12
-1	-7	19	2	0	0	15	22	i	0	Clc1cccc(OCCN2CCNCC2)c1
-1	-1	/	4	-2	1	9	/	i	-1	CCOc1ccc(C(=O)/C=C/c2ccccc2C(F)(F)F)cc1
-2	4	0	-1	3	1	7	1	i	2	COc1cc(NC(=O)c2ccccc2)c(OC)cc1NC(=O)Cc1ccccc1
/	-13	6	10	0	0	26	7	i	-1	COc1ccc(C(=O)NCCc2ccc(F)cc2)cc1OC
/	22	-3	-1	/	3	12	-13	i	/	COc1ccc(C(=O)CSC2=NS(=O)(=O)c3cc(Cl)ccc3N2)cc1
10	3	-4	-4	-1	-2	14	0	i	0	Cn1c(SCC(=O)c2c(N)n(C)c(=O)n(C)c2=O)nnc1-c1ccc(F)cc1
0	2	7	-3	-11	1	-6	12	i	4	Brc1ccc(COc2ncnc3ccccc23)cc1
6	/	5	-3	-2	0	16	-1	i	4	CC1Cc2ccccc2N1C(=O)COC(=O)c1ccc(O)cc1 (stereo not drawn)
0	-5	-2	6	-5	-4	-10	-21	i	1	Cc1ccccc1N1C(=O)CC2(CCCC2)CC1=O
0	-3	-59*	1	5	1	23	-67	i	-2	CCN(CC)C(=O)COC(=O)c1ccc(C)c(NC(=O)c2ccco2)c1
0	-3	3	1	1	-1	-2	2	i	-1	CC(=O)Nc1ccccc1-c1nc2ccccc2nc1OCC(=O)c1ccc(Br)cc1
1	-3	0	8	-6	0	22	4	i	-1	CC(=O)N1c2ccc(S(=O)(=O)NCCC(=O)Nc3ccc(C)cn3)cc2CC1C (stereo not drawn)
-1	/	-2	-2	-2	5	11	7	i	-3	CCC(NC(=O)c1ccccc1NC(=O)c1ccccc1)C(=O)O (stereo not drawn)

# Three entries already listed, arranged by the number in HSF1 inhib, low to high.
Compound | HSF1 inhib
Cn1c(SCC(=O)c2c(N)n(C)c(=O)n(C)c2=O)nnc1-c1ccc(F)cc1 | -4
CC(=O)Nc1ccccc1-c1nc2ccccc2nc1OCC(=O)c1ccc(Br)cc1 | 3
Brc1ccc(COc2ncnc3ccccc23)cc1 | 7

# Ordered by count of non-hydrogen atoms (ascending): some entries from above
GSK3A inh	DYRK1A inh	HSF1 inhib	Platelet DG rel	HDAC3 inh	GSK3B inh	AI-2 QS mod	HSF-1 act	PolyA inhibitor	HSP90 refold inh	SMILES
-1	-7	19	2	0	0	15	22	i	0	Clc1cccc(OCCN2CCNCC2)c1
0	-5	-2	6	-5	-4	-10	-21	i	1	Cc1ccccc1N1C(=O)CC2(CCCC2)CC1=O
2	1	3	-9	3	3	22	-4	i	0	CCOC(=O)c1c(C)c(C(=O)NC(C)COC)c(C)n1CC (stereo not drawn)
6	/	5	-3	-2	0	16	-1	i	4	CC1Cc2ccccc2N1C(=O)COC(=O)c1ccc(O)cc1 (stereo not drawn)
-1	/	-2	-2	-2	5	11	7	i	-3	CCC(NC(=O)c1ccccc1NC(=O)c1ccccc1)C(=O)O (stereo not drawn)
/	22	-3	-1	/	3	12	-13	i	/	COc1ccc(C(=O)CSC2=NS(=O)(=O)c3cc(Cl)ccc3N2)cc1
0	-3	-59*	1	5	1	23	-67	i	-2	CCN(CC)C(=O)COC(=O)c1ccc(C)c(NC(=O)c2ccco2)c1
10	3	-4	-4	-1	-2	14	0	i	0	Cn1c(SCC(=O)c2c(N)n(C)c(=O)n(C)c2=O)nnc1-c1ccc(F)cc1
3	/	11	3	6	2	4	16	i	-1	CCc1c(C)sc2nc(C(C)C)nc(SCC(=O)N3CCc4ccccc4C3)c12
-2	1	-1	20	/	-3	9	-7	i	/	CN1CCC(N(C)S(=O)(=O)c2ccc(NC(=O)COc3ccc(F)cc3)cc2)CC1
0	-3	3	1	1	-1	-2	2	i	-1	CC(=O)Nc1ccccc1-c1nc2ccccc2nc1OCC(=O)c1ccc(Br)cc1
-1	-2	-6	15	15	4	19	-13	i	2	CN(C)c1ccc(P(=O)(Nc2ccc([N+](=O)[O-])cc2)N2CCOCC2)c(NC(=O)c2cccs2)c1 (stereo not drawn)
-4	/	-1	14	-4	1	7	-13	i	-1	CCCc1nc2c(C)cc(-c3nc4ccccc4n3C)cc2n1Cc1ccc(-c2ccccc2C(=O)O)cc1
